LDHA block = LDHA (human) enzyme inhibition | P00338 | purified LDHA, NADH/diaphorase-resazurin fluorescence; stronger effect = lower value | activity change, % (values are at about 110 or 230 µM) | actives 0.15% (n = 480,000) | AID 1347041; in the data active means activity change below about -30%; inconclusive means mostly about -25% to -30%;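 further: plate controls were DMSO wells for no effect and wells without enzyme for full effect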
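Resorufin fluorescence (ex540/em590), read at 0 and 20 min after diaphorase/resazurin addition, reports the NADH left after a 5 min room-temperature reaction of 2 nM human LDH5 with 0.06 mM NADH and 0.2 mM pyruvate.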
An asterisk follows results filed as active; ? = inconclusive. An excerpt, so the mix of outcomes need not match the whole.

structure,LDHA block
Cc1ccc(NC(=O)CCc2ncc(-c3c(F)cccc3F)o2)c(O)c1,4.0
CCCCc1nc(SCC(=O)Nc2ccc(OC)cc2)c2c3c(sc2n1)COC(C)(C)C3,5.7
COc1ccc(Nc2nc(N3CCCC3)c3nccnc3n2)c(OC)c1,5.4
CC(C(=O)NCCCN1CCOCC1)C1CCN(C(=O)c2cc3ccccc3[nH]2)CC1 (configuration not stated),4.2
Cc1cccc[n+]1Cc1ccccc1,-0.2
CC1=C(C#N)C(NC(=O)CCC2CCCCC2)(C(F)(F)F)C(=O)N1 (configuration not stated),-8.9
CCNC(=O)CN1CCN(c2ccnc3c(F)ccc(F)c23)CC1,-2.1
COc1ccc(C2CCCN2CC(=O)N(CCC#N)c2ccccc2)cc1 (configuration not stated),0.1
Cn1c(=O)c2c(ncn2Cc2ccccc2Cl)n(C)c1=O,-5.9
COc1ccc(NC(C)=O)cc1NC1CCOC1=O (configuration not stated),-1.4
CCOc1ccc(NC(=O)CN(c2ccc(CC)cc2)S(=O)(=O)c2ccccc2)cc1,0.8
O=C(OCC#CCSc1nnc(-c2cccc3ccccc23)o1)c1ccncc1,0.8
O=C(NCc1cccs1)C1C(=O)Nc2ccccc2C(=O)N1C1CCCC1 (configuration not stated),-3.4
O=C1CC2(C(=O)Nc3ccccc32)c2sc(C(=O)O)c(-c3ccccc3)c2N1 (configuration not stated),-2.6
Cc1cc(C)c2c(=O)cc(C(=O)N(Cc3ccc(C(C)C)cc3)C3CCS(=O)(=O)C3)oc2c1 (configuration not stated),0.9

Reprinted at random: two entries already listed, in no set order.
structure,LDHA block
CC(C(=O)NCCCN1CCOCC1)C1CCN(C(=O)c2cc3ccccc3[nH]2)CC1 (configuration not stated),4.2
O=C(NCc1cccs1)C1C(=O)Nc2ccccc2C(=O)N1C1CCCC1 (configuration not stated),-3.4

Quoted from the listing:
LDHA block result of CCNC(=O)CN1CCN(c2ccnc3c(F)ccc(F)c23)CC1 reads -2.1
LDHA block result of O=C(NCc1cccs1)C1C(=O)Nc2ccccc2C(=O)N1C1CCCC1 (configuration not stated) reads -3.4
LDHA block result of COc1ccc(Nc2nc(N3CCCC3)c3nccnc3n2)c(OC)c1 reads 5.4

Next part.
structure,LDHA block
O=C(O)/C=C/c1cc(F)ccc1F,-16.0
Cn1c(=O)[nH]c(=O)c2c1nc(N1CCc3ccccc3C1)n2Cc1ccccc1Cl,4.0
Cc1ccc(-c2nc(CSc3nnc(NCc4ccccc4)s3)co2)cc1,6.4
CC(C)=CCN1CCN(CC2CCCO2)CC1 (configuration not stated),-16.7
CN(C(=O)CSc1nc2ccccc2c(=O)n1CCc1cccs1)c1ccccc1,0.7
CCCS(=O)(=O)N1CCN(c2ccc(N3CCCCCC3)nn2)CC1,2.4
COc1cccc(/C=C(/C#N)C(=O)Nc2ccccc2C(=O)O)c1,-2.6
COc1ccc(-c2csc(NC(=O)Cn3cnc4c3c(=O)n(C)c(=O)n4C)n2)cc1F,-0.1
CCCn1c(=O)c2ccc(C(=O)NCC(C)C)cc2n2c(SCc3ccccc3F)nnc12,?
O=C(COc1ccccc1)NCC(O)c1ccccc1C(F)(F)F (configuration not stated),-0.3
O=c1c2nccnc2nc(SCc2ccccc2Cl)n1Cc1ccc2c(c1)OCO2,-0.2
CN(CC(=O)Nc1c(Cl)cccc1Cl)C(=O)CCc1ncc(-c2ccccc2F)o1,-0.2
Cc1ccc(NC(=O)CC(C)(C(=O)O)c2ccccc2)c(F)c1 (configuration not stated),2.0
Cc1cc(C(=O)NC2CCCCC2)c2ccccc2n1,?
CCOC(=O)c1cc2n(n1)CC(C)(C(=O)NCCC(C)C)N(c1ccc(OC)cc1)C2=O (configuration not stated),0.4

Among those listed so far, these have a thiophene ring, fused or not:
structure,LDHA block
CCCCc1nc(SCC(=O)Nc2ccc(OC)cc2)c2c3c(sc2n1)COC(C)(C)C3,5.7
O=C(NCc1cccs1)C1C(=O)Nc2ccccc2C(=O)N1C1CCCC1 (configuration not stated),-3.4
O=C1CC2(C(=O)Nc3ccccc32)c2sc(C(=O)O)c(-c3ccccc3)c2N1 (configuration not stated),-2.6
CN(C(=O)CSc1nc2ccccc2c(=O)n1CCc1cccs1)c1ccccc1,0.7

(list continues)
structure,LDHA block
CC(Sc1nnc2c(Cl)cc(C(F)(F)F)cn12)C(=O)c1cccc(Cl)c1 (configuration not stated),6.0
COC(=O)c1ccc(/C=C2\CCc3cc(OC)ccc3C2=O)cc1,0.0
COC(=O)CN1CCCC1c1ccsc1 (configuration not stated),2.9
O=C(NCc1ccccc1)C(c1ccc(C(F)(F)F)cc1)n1c(=O)c(-c2ccco2)nc2ccccc21 (configuration not stated),1.9
Cn1nc(C(=O)NCc2ccc(CN3CCCC3)cc2)c2ccccc2c1=O,-17.5
CC(C)(C(=O)NCCc1cccs1)c1ccccc1,-13.4
CCCCNC(=S)NCCc1c(C)[nH]c2ccc(C)cc12,1.9
CC(C)CNc1nc2c(c(=O)n(C)c(=O)n2C)n1Cc1ccc(F)cc1,15.0
O=C(O)c1cc(F)ccc1-c1ccccc1,-1.6
CC(=O)c1ccc(N2CCN(CC(=O)Nc3nc(-c4ccc(F)c(F)c4)cs3)CC2)cc1,3.8
CCCNC(=O)CS(=O)Cc1cccc2ccccc12 (configuration not stated),4.0
Cc1noc(C)c1S(=O)(=O)Nc1c(NCc2ccccc2)c2ccccc2oc1=O,9.7
Cc1ccc(-c2cc(C(=O)N3CCOCC3)on2)cc1,-2.4
Cc1ccc(C(=O)NC23CC4CC(CC(C4)C2)C3)cc1C,1.3
CSC(C)C(=O)Nc1ccc(C)c(I)c1 (configuration not stated),10.6
O=C(Nc1ccc2c(c1)OCCO2)C(c1ccnc2ccccc12)n1c(=O)c(-c2ccco2)nc2ccccc21 (configuration not stated),2.2
Cc1ccc(Nc2nc(C(=O)OCC(=O)c3ccc(Cl)cc3)cs2)cc1C,-4.0
COc1ccc(C)cc1CN(C)C(=O)c1n[nH]c(=O)c2ccccc12,2.2
CC(Sc1nc(N)cc(N)n1)C(=O)c1ccc(Br)cc1 (configuration not stated),4.3
CC(C)(C)c1nnc2sc(-c3c[nH]c4ccccc34)nn12,-3.4
NC(=O)c1cccc(NC(=O)c2ccccc2CSc2nc3ccccc3o2)c1,-1.2
Cc1cnc(NC(=O)c2csc(NCC(C)C)n2)s1,6.5
CCOc1cc(/C=C2/NC(=O)NC2=O)cc(Br)c1OCc1ccccc1,-6.6
CC1CCc2noc(NC(=O)COc3ccccc3)c2C1 (configuration not stated),0.1
Cn1c(=O)c2c(nc(NC3CCCCC3)n2CC(O)CO)n(C)c1=O (configuration not stated),3.3
O=C(Nc1ccc(Br)cc1)N1CCSc2ccccc21,0.8
Cc1ccc(CSC2=NS(=O)(=O)c3ccccc3N2Cc2ccccc2)cc1,5.5
COc1ccc(C(=O)NCc2ccccc2)cc1,-4.8
CCCCCOc1ccc(OC(=O)c2ccc(-c3ccc(CCC)cn3)cc2)cc1,1.2
CC(C)C[C@@H](COCc1ccc(F)cc1)N1CCN(C(=O)c2cccc(C(F)(F)F)c2)CCC1=O,5.0
Cc1cccc(C)c1-n1nnnc1C1(C)CCC(=O)N1CC1CCCCC1 (configuration not stated),1.3
COc1ccc(OC)c(CCNC(=O)c2ccc(Cl)c(N3C(=O)CCS3(=O)=O)c2)c1,-6.9
O=C(Nc1nc(-c2cc3ccccc3oc2=O)cs1)c1ccccc1Cl,8.8
O=C(CCNC(=O)c1ccsc1)Nc1cccnc1N1CCCC1,9.2
COc1ccc(C(=O)Nc2oc3ccccc3c(=O)c2-c2cccc(OC)c2)cc1,-6.7
Cc1cc(S(=O)(=O)NCCO)ccc1Cl,4.8
CN=Cc1cc(C(C)(C)C)cc(C(C)(C)C)c1O,4.4
COC(=O)c1c(-c2ccc(C)cc2)csc1NC(=O)c1ccoc1C,-3.6
CCCNC(=O)Cc1ccc2c(c1)CCCC2,6.2
Cc1cccc(S(=O)(=O)Nc2nc3ccccc3nc2Nc2ccccc2F)c1,-1.9
CCN(CC(=O)N1c2ccccc2OCC1c1ccccc1)Cc1nc2ccccc2c(=O)[nH]1 (configuration not stated),5.4
COc1ccc(C(=O)/C=C/c2ccc(-c3ccc(OC)cc3)o2)cc1,17.7
C[C@@H](C(=O)N1CCN(c2cccc(Cl)c2)CC1)n1cnc2ccccc2c1=O,5.8
O=C(CCC1CCCC1)N1CCN(C(=O)c2cc3ccccc3oc2=O)CC1,5.4
CC(C)(C)c1cc(N)n[nH]1,0.3
CCc1ccc(NC(=S)NCC(C)(C)N2CCOCC2)cc1,5.5
Cc1cc2c(s1)c1cnn(Cc3cccc([N+](=O)[O-])c3)c(=O)c1n2C,1.8
C=CCNC(=S)Nc1ccc(C)cc1Cl,-0.8
COCCn1c(SCC(=O)c2ccc(Cl)s2)nnc1-c1ccncc1,2.5
COc1ccc(-c2ocnc2C(=O)Nc2ccc(C)c(F)c2)cc1,6.8
N#Cc1c(-c2csc(-c3no[n+]([O-])c3C#N)c2)no[n+]1[O-],18.9
COc1ccc(NC(=O)CSc2ncnc3ccccc23)c(OC)c1,5.5
O=C(/C=N/O)Nc1cccc([N+](=O)[O-])c1,2.5
Cc1ccccc1CN1C(=O)CSCC1(C)C(=O)NCc1ccccc1 (configuration not stated),0.0
O=C(NCc1ccnc(N2CCCC2)c1)c1ccccc1F,3.6
Cc1cc(O)c(-c2n[nH]c3c2C(c2ccccc2F)N(CCCO)C3=O)cc1Cl (configuration not stated),2.3
O=C(C1=NOC2(C1)C(=O)Nc1ccccc12)N1CCOCC1 (configuration not stated),2.5
COc1ccc(OC)c(CNC(=O)c2nccnc2N)c1,4.5
NC(=O)c1ccc(COC(=O)CCC(=O)c2ccc(Cl)cc2)c([N+](=O)[O-])c1,-1.0
CSc1cccc(NC(=O)Cc2cccs2)c1,4.4

Arranged by formula weight (ascending): some entries from above
structure,LDHA block
COc1ccc(OC)c(CNC(=O)c2nccnc2N)c1,4.5
NC(=O)c1ccc(COC(=O)CCC(=O)c2ccc(Cl)cc2)c([N+](=O)[O-])c1,-1.0
COCCn1c(SCC(=O)c2ccc(Cl)s2)nnc1-c1ccncc1,2.5

Additional structures.
structure,LDHA block
CCOC(=O)c1cccc(NC(=O)[C@H](C(C)C)n2nnc3ccccc3c2=O)c1,-8.1
CC1CN(C)CCC1NC(=O)Cc1cccc(C(F)(F)F)c1 (configuration not stated),-0.3
CC1CS(=O)(=O)N(c2ccc(S(=O)(=O)NCc3cccnc3)cc2)C1=O (configuration not stated),3.9
CC1(C)Cc2cccc(OCC(=O)Nc3cccc(C(N)=O)c3)c2O1,-8.5
c1ccc2sc(-c3cc(NCCN4CCOCC4)nc4ccccc34)nc2c1,14.2
N#Cc1nc(-c2cccc3ccccc23)oc1NCCCN1CCOCC1,-7.6
Cc1cccc(NC(=O)CSc2ncnc3ccccc23)c1,7.7
O=C(COC(=O)c1cc(=O)c2ccccc2o1)Nc1ccc(Cl)cc1F,-11.2
Cc1ccc(C)c(CN2CCC(CNC(=O)Nc3cn(CC(C)C)c(=O)c4ccccc34)CC2)c1,20.6
Cn1nc(C(=O)OCC(=O)Nc2cccc(C(F)(F)F)c2)c2ccccc2c1=O,1.0
CCC(C)CN1C(=O)CSCC1(C)C(=O)Nc1c(C)cccc1C (configuration not stated),0.1
Cc1cc(C(=O)OCC(=O)NC(=O)NC(C)C)c2ccccc2n1,1.5
C=CCNC(=O)C(C)OC(=O)c1cc2ccc(OC)cc2nc1C (configuration not stated),1.3
COc1ccc(C2=NC(C(F)(F)F)(C(F)(F)F)N=C(N3CCOCC3)O2)cc1,?
COc1ccc(C2CCCN2Cc2cc(=O)oc3cc(C)ccc23)cc1 (configuration not stated),6.8
C=C(C)COc1cccc(NC(=O)c2ccccc2)c1,3.9
Cn1c(=O)c2c(nc(CN(Cc3ccccc3)Cc3ccccc3)n2CCCO)n(C)c1=O,0.1
Cc1ccc(/C(O)=C2\C(=O)C(=O)N(c3nnc(C)s3)C2c2ccc(C)cc2)cc1 (configuration not stated),-22.5
COc1ccc(Cn2cc(CN3CC(N4CCN(Cc5ccccc5F)CC4)CS3(=O)=O)nn2)cc1 (configuration not stated),2.1
O=C(NC1CCC(c2ccccc2)CC1)C1CC2CCCC(C1)C2=O (configuration not stated),-3.0
CC(C)C(Sc1nnc(-c2ccccc2)o1)C(=O)NCc1cccnc1 (configuration not stated),0.5
CS(=O)(=O)NCC1CCCN(C(=O)c2ccc3ccccc3n2)C1 (configuration not stated),-0.6
COCCCNC(=O)c1nc(-c2cccc3[nH]ccc23)no1,-2.6
CCN1CCN(C(=O)C(C)Sc2cc(C)c3cccc(C)c3n2)CC1 (configuration not stated),-7.5
CCc1ccc(NC(=O)c2cc(=O)c3ccccc3o2)cc1,2.7
O=C(NCc1ccncc1)C1(c2cccc(C(F)(F)F)c2)CCOCC1,-2.8
Cc1nc(N2CCCC2)cc(N2CCN(C(=O)c3cccc(C(F)(F)F)c3)CC2)n1,0.2
N#Cc1cccc(Cn2c(=O)c3c(ncn3C3CCCC3)n(Cc3ccccc3)c2=O)c1,3.9
Cc1oc2cc(OCC(=O)N3CCCCCC3)ccc2c(=O)c1-c1ccc(Cl)cc1,6.5
COc1cccc(OCCn2c(CN3CCCCC3)nc3ccccc32)c1,8.5
CCOC(=O)c1[nH]c(C)c(C(=O)Cn2cnc3ccccc3c2=O)c1C,7.8
Cc1nc2c(cnn2C(C)C)cc1C(=O)N(C)Cc1cccc(Cl)c1,2.4
Cc1nnc(NC(=O)c2cc(-c3cccc(C)c3O)n[nH]2)s1,9.5

Screening results: PubChem BioAssay, National Center for Advancing Translational Sciences (NCATS)
